Assay outcomes from PubChem BioAssay.
GLD-1 TGE inh: GLD-1/TGE RNA complex disruptors, primary screen, biochemical, fluorescence polarization; Female germline-specific tumor suppressor gld-1 (Caenorhabditis elegans), Q17339; purified GLD-1 + fluorescein TGE RNA; inhibition, % at 5.96 µM; hit rate 0.44% among 320,000; AID 2280, 2010;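 active = percent inhibition above a per-plate cutoff, the plate mean of test compounds plus 3 SD, cut at about 30% in these data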;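 also: 0% = DMSO wells with GLD-1 and probe and 100% = wells lacking GLD-1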
Target sequence (Q17339 whole entry, looked up): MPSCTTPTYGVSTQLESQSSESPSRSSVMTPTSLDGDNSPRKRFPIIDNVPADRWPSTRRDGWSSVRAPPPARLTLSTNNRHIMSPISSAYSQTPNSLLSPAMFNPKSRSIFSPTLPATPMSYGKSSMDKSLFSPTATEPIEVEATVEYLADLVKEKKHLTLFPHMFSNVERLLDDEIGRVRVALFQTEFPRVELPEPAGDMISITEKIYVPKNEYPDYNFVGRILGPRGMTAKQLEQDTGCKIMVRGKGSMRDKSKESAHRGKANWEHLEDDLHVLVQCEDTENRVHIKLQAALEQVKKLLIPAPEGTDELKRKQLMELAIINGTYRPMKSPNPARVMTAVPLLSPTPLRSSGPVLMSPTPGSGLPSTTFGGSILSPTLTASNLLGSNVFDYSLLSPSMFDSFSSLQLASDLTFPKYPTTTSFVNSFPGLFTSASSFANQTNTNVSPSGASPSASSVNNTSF
Bcl-xL primary: inhibitors of human Bcl-xL, primary screen, biochemical, fluorescence polarization, HTS; Bcl-2-like protein 1 (Homo sapiens), Q07817; GST-Bcl-xL / FITC-Bim BH3 peptide fluorescence polarization; inhibition, % at 10.9 µM; hit rate 0.7% among 320,000; AID 2129, 2009;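 active = inhibition above the mean of all tested compounds plus 3 SD, cutoff set per campaign, cut at about 30% in these data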;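 also: 0% = DMSO wells and 100% = unlabeled Bim-BH3 peptide competitor; inhibitors lower millipolarization by displacing the labeled peptide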
PAFAH1B2 FP inh: PAFAH1B2 enzyme inhibitors, primary screen, biochemical, fluorescence polarization, human; inhibition, % at 3.39 µM; recombinant PAFAH1B2, FP-rhodamine activity probe; hit rate 1.2% among 340,000; AID 492953, 2010;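 active = inhibition above the mean of all tested compounds plus 3 SD, cut at about 24% in these data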;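 also: 0% = enzyme with DMSO and 100% = wells lacking PAFAH1B2; many of its hits are not listed in these tables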
Target sequence (P68402 whole entry, looked up): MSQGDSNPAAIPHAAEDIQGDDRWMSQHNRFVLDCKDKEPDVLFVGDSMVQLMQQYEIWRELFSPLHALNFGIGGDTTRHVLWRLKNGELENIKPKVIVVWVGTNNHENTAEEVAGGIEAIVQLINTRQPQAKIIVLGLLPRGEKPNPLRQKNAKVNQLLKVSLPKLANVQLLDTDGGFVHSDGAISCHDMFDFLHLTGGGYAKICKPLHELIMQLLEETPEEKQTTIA
pPAFAH inh: pPAFAH enzyme inhibitors, primary screen, biochemical, fluorescence polarization, human. recombinant pPAFAH, FP-rhodamine probe fluorescence polarization. inhibition, % at 3.39 µM. hit rate 1.5% among 330,000;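 active = inhibition above the mean inhibition across the screen plus 3 SD, cut at about 25% in these data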;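 also: inhibitors block binding of the rhodamine activity-based probe so polarization drops; 0% = enzyme with DMSO and 100% = wells lacking pPAFAH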
PME-1 primary: PME-1 inhibitors via competitive probe labeling, primary screen, biochemical, fluorescence polarization, FP-Rh probe, HTS | Protein phosphatase methylesterase 1 (Homo sapiens), Q9Y570 | recombinant PME-1 | inhibition, % at 5.9 µM | hit rate 0.53% among 320,000 | AID 2130, 2009;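 active = inhibition above the campaign mean of all compounds plus 3 SD, cut at about 26% in these data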;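 also: competitive labeling of PME-1 active site by serine hydrolase directed probe; 0% = PME-1 with DMSO and 100% = wells lacking PME-1 enzyme; inhibitors block probe labeling so polarization falls and inhibition rises; many of its hits are not listed in these tables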
Fam108B counter: mouse Fam108B serine hydrolase inhibitors, primary screen, counter-screen for RBBP9 inhibitor project, biochemical, fluorescence polarization; hit rate 0.33% among 300,000; recombinant Fam108B, FP-Rh probe fluorescence polarization; inhibition, % at 9.51 µM;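 active = inhibition above the screen mean inhibition plus 3 SD, computed separately per campaign, cut at about 18% in these data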;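 also: inhibitors lower polarization as less probe binds the enzyme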
MCL1-BIM inh: inhibitors of MCL1 binding to BIM-BH3, primary screen, biochemical, fluorescence polarization | GST-MCL1 / FITC-Bim-BH3 fluorescence polarization | hit rate 0.68% among 320,000 | inhibition, % at 10.9 µM | Induced myeloid leukemia cell differentiation protein Mcl-1 (Homo sapiens), Q07820;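 active = inhibition above the mean inhibition of all tested compounds plus 3 SD, set per campaign, cut at about 40% in these data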;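 also: 0% = DMSO wells and 100% = unlabeled Bim-BH3 peptide control; higher means more loss of mP so more displacement of Bim peptide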
Target sequence (Q07820 whole entry, looked up): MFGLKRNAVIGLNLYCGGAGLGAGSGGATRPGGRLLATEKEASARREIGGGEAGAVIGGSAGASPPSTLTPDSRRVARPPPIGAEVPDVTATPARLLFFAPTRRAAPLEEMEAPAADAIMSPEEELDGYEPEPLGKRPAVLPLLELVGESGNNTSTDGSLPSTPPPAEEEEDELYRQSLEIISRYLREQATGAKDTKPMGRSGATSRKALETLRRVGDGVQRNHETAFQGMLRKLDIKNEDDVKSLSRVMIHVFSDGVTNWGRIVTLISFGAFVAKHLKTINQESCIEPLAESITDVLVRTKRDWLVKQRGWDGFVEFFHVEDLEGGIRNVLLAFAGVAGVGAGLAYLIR
AHR act: AHR activators, primary screen, cell-based, luminescence, luciferase reporter, human; Aryl hydrocarbon receptor (Homo sapiens), P35869; AHR-responsive luciferase reporter cells; activation, % at 5 µM; hit rate 2.5% among 320,000; in the data active = activation above about 47%;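 also: 0% = vehicle wells and 100% = reference agonist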
MEX-5 binding: MEX-5 zinc finger RNA-binding disruptors – biochemical, C. elegans, fluorescence polarization, MLPCN library, primary screen. Zinc finger protein mex-5 (Caenorhabditis elegans), Q9XUB2. MEX-5/FITC-TCR2 RNA binding; stronger effect = lower value. activity score (negative = inhibition of binding), % at 10 µM. hit rate 0.38% among 300,000;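 active = inhibition past about -25% in most replicates, and total fluorescence under double the plate's negative control median, limit read from the data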;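 also: 0% = DMSO and -100% = 5 µM competing unlabeled TCR2 RNA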
The depositor's hits bear a star; x = no result given. These rows are one share of the data; the hit share may differ from the screen's.

Abbreviations – A = GLD-1 TGE inh; B = Bcl-xL primary; C = PAFAH1B2 FP inh; D = pPAFAH inh; E = PME-1 primary; F = Fam108B counter; G = MCL1-BIM inh; H = AHR act; I = MEX-5 binding
> O=C(O)C1=C(Nc2ccccc2)OCC1=O
  A = 7	B = 3	C = -1	D = 4	E = 8	F = -1	G = -1	H = 0	I = -2.4
> NC(=O)CSc1nc(C23CC4CC(CC(C4)C2)C3)nc2ccccc12
  A = 8	B = 10	C = 6	D = 5	E = 2	F = -1	G = 4	H = -1	I = 0.1
> CCOC(=O)C1=C(COC(=O)C2(C)CC2(Cl)Cl)NC(=O)NC1c1ccccc1 (stereo unspecified)
  A = 2	B = 3	C = 7	D = 3	E = 7	F = -1	G = 7	H = 1	I = -0.6
> CCOC(=O)C1(Cc2ccc(OC)cc2)CCN(C(=O)CCN2CCCC2=O)CC1
  A = 1	B = 2	C = 2	D = 1	E = 2	F = -2	G = 2	H = -1	I = -0.5
> CCOc1ccc(-c2nc(S(=O)(=O)c3ccccc3)c(N3CCC(C(N)=O)CC3)o2)cc1
  A = 2	B = 5	C = 5	D = -5	E = -4	F = -3	G = 1	H = -1	I = -0.6
> CC1CCC(NC(=O)CCS(=O)(=O)c2ccc3c(c2)NC(=O)CO3)CC1 (stereo unspecified)
  A = 2	B = 5	C = -2	D = 5	E = 0	F = 1	G = 3	H = 2	I = -2.2
> CC(C)(C)c1cc(NC(=O)c2cccc([N+](=O)[O-])c2)no1
  A = 4	B = 6	C = 0	D = 1	E = 3	F = 0	G = 5	H = 33	I = -2.3
> CSc1cnc2c(N)nc(N(C)C)nc2n1
  A = 8	B = 9	C = -3	D = -2	E = -6	F = -1	G = 0	H = 2	I = -4.5
> CCn1cc(CN2CCC(C(=O)Nc3ccc(Oc4cccnc4)cc3)CC2)cn1
  A = 8	B = 4	C = 1	D = -3	E = 3	F = 0	G = 0	H = 0	I = -1.1
> CCCCNC(=O)CCn1c(=O)c2ccccc2n(CC(=O)N2CC(C)CC(C)C2)c1=O (stereo unspecified)
  A = 10	B = 5	C = 1	D = 4	E = -6	F = -2	G = -5	H = 6	I = 0.1

Compound profiles (already shown):
NC(=O)CSc1nc(C23CC4CC(CC(C4)C2)C3)nc2ccccc12 is listed as GLD-1 TGE inh = 8; Bcl-xL primary = 10; PAFAH1B2 FP inh = 6; pPAFAH inh = 5; PME-1 primary = 2; Fam108B counter = -1; MCL1-BIM inh = 4; AHR act = -1; MEX-5 binding = 0.1
O=C(O)C1=C(Nc2ccccc2)OCC1=O is listed as GLD-1 TGE inh = 7; Bcl-xL primary = 3; PAFAH1B2 FP inh = -1; pPAFAH inh = 4; PME-1 primary = 8; Fam108B counter = -1; MCL1-BIM inh = -1; AHR act = 0; MEX-5 binding = -2.4

Carrying on:
Abbreviations – A = GLD-1 TGE inh; B = Bcl-xL primary; C = PAFAH1B2 FP inh; D = pPAFAH inh; E = PME-1 primary; F = Fam108B counter; G = MCL1-BIM inh; H = AHR act; I = MEX-5 binding
> Cc1ccccc1CC(=O)NC1CCN(Cc2ccccc2)CC1
  A = 1	B = 2	C = 2	D = -2	E = 1	F = 2	G = 5	H = 1	I = 0.3
> CSCCC(NC(=O)/C(=C/c1ccco1)NC(=O)c1ccco1)C(=O)O (stereo unspecified)
  A = 4	B = 11	C = x	D = -1	E = -1	F = -1	G = 8	H = 0	I = -2.0
> O=C(c1csc2c1CCCC2)N1CCCCC1
  A = -4	B = 1	C = -3	D = -5	E = -5	F = -6	G = 5	H = 6	I = 1.9
> Cc1ccc(S(=O)(=O)N(CC(=O)O)Cc2ccccc2)cc1
  A = 6	B = 9	C = 9	D = 2	E = -4	F = -1	G = 7	H = 2	I = -1.0
> COc1cc(CNCc2c[nH]c3ccccc23)cc(OC)c1
  A = 3	B = 10	C = 0	D = 1	E = -4	F = -2	G = -2	H = 4	I = 0.7
> COc1ccc(NC(=S)Nc2nc(CC(=O)Nc3ccccc3OC)cs2)cc1
  A = 9	B = 2	C = 4	D = 1	E = 14	F = 10	G = 6	H = 6	I = -0.6
> CN(C)CCCN(C(=O)c1ccc(S(=O)(=O)N2CCc3ccccc32)cc1)c1nc2ccc(Cl)cc2s1
  A = -4	B = -5	C = 0	D = 7	E = -5	F = -11	G = -8	H = -7	I = -1.0
> CN(C(=O)c1cc(COc2ccc(F)cc2Cl)on1)C1CCCc2ccccc21 (stereo unspecified)
  A = 6	B = 2	C = 2	D = 6	E = -3	F = -8	G = 0	H = -3	I = 0.3
> COc1cc2[nH]c3c(=O)n(CCN4CCCCC4)cnc3c2cc1OC
  A = 6	B = 5	C = -1	D = -2	E = -5	F = 2	G = 3	H = 8	I = -0.9
> O=C(NC(=S)Nc1ccccc1C(=O)O)c1ccc2ccccc2c1
  A = 1	B = 7	C = 1	D = 0	E = -1	F = -2	G = 1	H = 4	I = 0.9
> O=[N+]([O-])c1ccccc1Nc1ccc(O)cc1
  A = -3	B = 10	C = 7	D = 14	E = 5	F = 5	G = -1	H = -2	I = 0.0
> Cc1ccc(N2CC(=O)N(NC(=O)CN3CCN(c4ccccc4)CC3)CC2=O)cc1
  A = 9	B = 4	C = 4	D = 1	E = -3	F = 2	G = 8	H = -1	I = 1.0
> O=C1C=C(c2cc(C(F)(F)F)cc(C(F)(F)F)c2)C[C@@H](c2ccc(Cl)cc2)C1
  A = 2	B = -6	C = 2	D = 5	E = -2	F = x	G = -5	H = 0	I = x
> COc1ccc(NCc2ccc(OC)c(OC)c2)cc1
  A = 3	B = 3	C = x	D = 4	E = -2	F = 3	G = 2	H = 4	I = x
> CCOC(=O)c1sc(=NC(=O)c2ccc(C)cc2)n(C)c1C
  A = 11	B = 4	C = 1	D = 2	E = -2	F = 3	G = 9	H = 44	I = -5.6
> CCOc1ccc(CC(=O)N2CCC3(CC2)NCCc2[nH]cnc23)cc1
  A = -4	B = -7	C = 5	D = -1	E = 3	F = -1	G = -8	H = 1	I = 3.5
> CCN1CCc2c(sc(NC(=O)Nc3ccc(Cl)c(Cl)c3)c2C(N)=O)C1
  A = -34	B = 40*	C = 8	D = 33*	E = 57*	F = 32*	G = 87*	H = 23	I = x
> Clc1cc(Cl)cc(C2=NC(Cc3ccccc3)CO2)c1 (stereo unspecified)
  A = 1	B = 1	C = 2	D = 0	E = -1	F = 2	G = -2	H = 0	I = 0.9
> OC[C@@H](O)C1OC2NC(=S)OC2C1O (stereo partly specified)
  A = -7	B = -3	C = 2	D = 2	E = -2	F = 3	G = -1	H = 1	I = 1.3
> Cc1ccc(-c2nnc(SCC(=O)NNC(=O)COc3ccccc3C)n2C)cc1
  A = 4	B = -1	C = 2	D = 8	E = 5	F = -1	G = 2	H = 0	I = 0.3
> CC(C)OCCCNC(=O)c1ccc(Br)cc1
  A = -1	B = 2	C = -4	D = -8	E = -3	F = -11	G = 4	H = 38	I = -0.1
> Cc1ccc(-n2c(O)c(C=NC3CCS(=O)(=O)C3)c3ccccc3c2=O)cc1C (stereo unspecified)
  A = -1	B = 3	C = -1	D = 2	E = 2	F = 0	G = 5	H = -5	I = -0.6
> CC(C)c1ccc(/C=C/C(=O)Nc2nncs2)cc1
  A = 6	B = 0	C = -2	D = 4	E = -78	F = 0	G = 10	H = 36	I = 3.5
> O=[N+]([O-])c1ccc(N2CCN(S(=O)(=O)c3ccccc3[N+](=O)[O-])CC2)cc1N1CCc2ccccc2C1
  A = 1	B = 6	C = -1	D = 9	E = -1	F = 2	G = 1	H = 3	I = -2.1
> CCOC(=O)c1ccc(S(=O)(=O)NCCN2CCOCC2)cc1
  A = -1	B = 5	C = -2	D = 2	E = -3	F = -2	G = -3	H = 3	I = -0.2
> O=C(NCc1nc2ccccc2[nH]1)C1=C[C@@H](c2ccccc2)C[C@@H](OCc2ccc(CO)cc2)O1
  A = -1	B = -2	C = 0	D = 0	E = -3	F = 3	G = -2	H = 0	I = 3.3
> CCOC(=O)c1c(C)[nH]c(C(=O)OCC(=O)Nc2ccc(OCC)cc2)c1C
  A = 2	B = 0	C = -1	D = 3	E = -5	F = -2	G = -1	H = 0	I = 0.9
> Cc1cc(C)nc(N2CCCC(C(=O)Nc3nnc(C)s3)C2)n1 (stereo unspecified)
  A = 4	B = 4	C = 0	D = 4	E = 9	F = -3	G = 6	H = 1	I = -0.8
> CCN1CCc2c(OCC(=O)N3CCCc4ccccc43)cccc2C1=O
  A = 8	B = 7	C = 4	D = 2	E = 2	F = -6	G = 1	H = 4	I = 2.1
> Cc1ccc(C)c(NS(=O)(=O)c2cc(C(=O)NCCC3=CCCCC3)ccc2C)c1
  A = 4	B = -1	C = 13	D = 20	E = -14	F = -13	G = 7	H = 2	I = 2.4
> CCOc1ccccc1C(=O)NCC(=O)OCC(=O)NCCc1ccc(S(N)(=O)=O)cc1
  A = 1	B = 2	C = 1	D = 3	E = -51	F = 3	G = -4	H = 1	I = 0.9
> O=C(NC1CCCCCC1)c1ccc(OCC2CCCO2)cc1 (stereo unspecified)
  A = 4	B = -2	C = -1	D = 0	E = -4	F = 0	G = -16	H = 5	I = 3.6
> CCOC(=O)C1CCN(Cc2ccc(OC)cc2OC)CC1
  A = 1	B = 3	C = -1	D = 1	E = 6	F = 1	G = 1	H = 0	I = -3.3
> O=C(Nc1ccccc1Oc1cccnc1)C1CCCN(Cc2cccc(Cl)c2)C1 (stereo unspecified)
  A = 1	B = 2	C = 1	D = -1	E = 3	F = -2	G = -1	H = 18	I = 4.2
> O=C(c1ccc([N+](=O)[O-])cc1)N1CCN(Cc2ccccc2)CC1
  A = 6	B = 1	C = 1	D = -1	E = 9	F = -1	G = 5	H = 8	I = 2.3
> COc1cccc(/C=C/C(=O)N(C)CC(=O)Nc2ccc(Cl)c(C(F)(F)F)c2)c1
  A = 2	B = 4	C = -3	D = 6	E = -16	F = -6	G = 6	H = 0	I = -3.2
> CCCCn1c(-c2ccc(Cl)c(Cl)c2)nc2cc3[nH]c(=O)c(C(C)C)nc3cc21
  A = 15	B = 21	C = 3	D = -2	E = -3	F = -5	G = 34	H = 9	I = -0.1
> Cc1oc(C)c2c(=O)ccc3c(c12)OC(N)=C(C#N)C3c1ccccc1 (stereo unspecified)
  A = 9	B = 32*	C = 2	D = 13	E = 3	F = 0	G = 39	H = 4	I = -6.6
> S=C(NCc1ccccn1)Nc1cccc(Cl)c1
  A = 2	B = 5	C = 9	D = 2	E = 2	F = 2	G = 12	H = 5	I = -1.7
> CSc1ccc(CN(C)Cc2cc(=O)oc3c(C)c(C)ccc23)cc1
  A = 4	B = -3	C = 3	D = 4	E = 1	F = -3	G = 5	H = 0	I = -0.2
> Cc1cc2ncn(CCC(=O)NC3CCCC3)c2cc1C
  A = 4	B = 3	C = x	D = 4	E = -4	F = 1	G = -6	H = -1	I = 0.3
> COc1ccc(C(NC(=O)CN2C(=O)NC3(CCc4ccccc43)C2=O)c2ccccc2)cc1 (stereo unspecified)
  A = -3	B = -12	C = 2	D = -6	E = -5	F = x	G = -17	H = 9	I = x
